Screens: PubChem, several laboratories
PMI act: increases human mannose-6-phosphate isomerase activity. activation factor at 20 µM. purified human PMI, coupled resazurin fluorescence, 20 min; active compounds read high; 1 = vehicle control, 0 substrate-free wells. hit rate 0.005% among 190,000. P34949. AID 1214;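 active means activation factor of 2 or more at 20 µM, relative to plate controls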
Target sequence (P34949 whole entry, looked up): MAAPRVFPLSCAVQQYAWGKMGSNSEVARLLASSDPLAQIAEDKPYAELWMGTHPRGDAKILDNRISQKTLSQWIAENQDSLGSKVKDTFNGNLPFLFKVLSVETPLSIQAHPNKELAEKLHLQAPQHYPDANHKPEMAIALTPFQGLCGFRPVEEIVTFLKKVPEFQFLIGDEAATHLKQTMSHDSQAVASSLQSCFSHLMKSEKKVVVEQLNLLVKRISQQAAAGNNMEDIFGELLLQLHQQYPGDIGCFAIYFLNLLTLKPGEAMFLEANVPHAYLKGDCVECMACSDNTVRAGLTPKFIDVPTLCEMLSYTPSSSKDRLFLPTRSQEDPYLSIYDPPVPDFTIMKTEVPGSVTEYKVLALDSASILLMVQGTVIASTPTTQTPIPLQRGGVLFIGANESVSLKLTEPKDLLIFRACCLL
TNAP inh noacc: TNAP (human) inhibition, acceptor-free conditions | P05186 | purified TNAP, CDP-star luminescence, 30 min | inhibition, % at 20 µM | hit rate 0.26% among 200,000;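 active means tissue-nonspecific alkaline phosphatase inhibition above about 50% at 20 µM in the single-dose screen, limit read from the data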;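 further: 0% = DMSO negative control and 100% = EDTA positive control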
Target sequence (P05186 whole entry, looked up): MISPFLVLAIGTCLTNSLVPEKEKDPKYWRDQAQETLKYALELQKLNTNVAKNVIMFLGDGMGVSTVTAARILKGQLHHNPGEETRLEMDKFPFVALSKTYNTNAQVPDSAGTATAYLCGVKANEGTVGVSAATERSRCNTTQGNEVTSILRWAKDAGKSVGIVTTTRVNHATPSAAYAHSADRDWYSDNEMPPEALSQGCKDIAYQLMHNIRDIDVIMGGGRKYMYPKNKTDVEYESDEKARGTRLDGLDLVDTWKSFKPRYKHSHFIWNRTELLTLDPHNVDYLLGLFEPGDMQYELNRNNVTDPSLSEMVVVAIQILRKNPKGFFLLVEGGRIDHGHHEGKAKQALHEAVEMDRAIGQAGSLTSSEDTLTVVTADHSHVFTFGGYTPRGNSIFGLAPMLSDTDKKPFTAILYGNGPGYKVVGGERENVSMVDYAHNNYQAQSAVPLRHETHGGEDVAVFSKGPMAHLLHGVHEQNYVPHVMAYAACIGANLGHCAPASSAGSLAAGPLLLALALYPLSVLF
L major viab: reduces viability of Leishmania major promastigotes | hit rate 9% among 200,000 | inhibition, % at 10 µM | AID 1063 | resazurin fluorescence viability; in the data active means inhibition above about 50%;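 further: promastigotes grown with compound for 44 hours at 28 °C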
Diaphorase act: activates diaphorase or chemically reduces, flagging diaphorase assay artifacts; activation factor at 20 µM; Diaphorase/resazurin coupled assay, resorufin fluorescence, 16 min; active compounds read high; 1 = vehicle wells, 0 = NADH-free wells; hit rate 0.005% among 190,000;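 active means diaphorase activity raised at least twofold by the compound at 20 µM; inactive means activation factor below 2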
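test system = bacterial diaphorase enzyme (C. kluyveri) | quantity = enzyme 0.07 U/mL final | reagent = NADH substrate 0.114 mM plus resazurin dye 0.1 mM, final | incubation = 16 min enzyme reaction, ambient temperature | buffer or medium = HEPES pH 7.4 buffer with MgCl2 and Tween 20 | signal = fluorescence of resorufin, 544 nm excitation, 590 nm emission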
bIAP inhibitor: blocks bovine intestinal alkaline phosphatase activity; AID 1019; 190,000 tested, under 10 active; inhibition, % at 20 µM; purified bovine IAP, CDP-star luminescence, 30 min;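 active means over 50% inhibition of intestinal alkaline phosphatase at 20 µM in the single-dose screen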
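Assay system: bovine IAP enzyme; medium: DEA buffer 100 mM, pH 9.8, with MgCl2 1.0 mM, ZnCl2 0.02 mM; doses: 20 µM single dose; incubation: enzyme reaction for 30 min at room temperature; detection: CDP-star luminescence signal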
TNAP inh hi DEA: TNAP (human) inhibition, high acceptor; AID 1135; inhibition, % at 20 µM; P05186; hit rate 0.03% among 200,000; purified TNAP, CDP-star luminescence, 1 M DEA;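 active means over 50% inhibition of tissue-nonspecific alkaline phosphatase at 20 µM in the single-dose screen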;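 further: plate controls were DMSO wells for no effect and EDTA-quenched wells as full inhibition for full effect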
PMI act satM6P: activators of human phosphomannose isomerase at near-saturating mannose 6-phosphate; P34949; coupled PMI enzyme assay, resazurin fluorescence, 20 min; active compounds read high; 1 = untreated enzyme, 0 = substrate-free blank; activation factor at 20 µM; hit rate 0.34% among 190,000; AID 1216;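 active means activation factor of 2 or more at 20 µM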
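test system = human PMI in coupled enzyme assay | medium = HEPES-buffered pH 7.4 with magnesium and detergent | also added = 1.0 mM mannose-6-phosphate substrate with 0.22 mM NADP+ | compound = 20 µM single dose | times = 20 min incubation at room temperature | measured by = resorufin fluorescence (Ex 544/Em 590 nm) from resazurin via diaphorase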
bIAP activator: increases bovine intestinal alkaline phosphatase activity. activation factor at 20 µM. purified bovine IAP, CDP-star luminescence, 30 min; active compounds read high; fold of DMSO-control signal, blank-subtracted. hit rate 0.17% among 200,000. AID 1016;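 active means activation factor of 2 or more at 20 µM, a signal rise over negative controls twice the positive control's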
TNAP act hi DEA: TNAP (human) activation, high acceptor; P05186; purified TNAP, CDP-star luminescence, 1 M DEA, 30 min; active compounds read high; 0 = EDTA background, 1 = DMSO-only activity; 200,000 tested, under 10 active; activation factor at 20 µM;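 active means activation factor at least 2 at 20 µM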
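Measured by: Luminescent substrate turnover signal | Test system: Human TNAP | Input: TNAP 1/800 final | Dosing: 20 µM single point | Schedule: 30 min, room temperature | Controls: EDTA wells as negative control, DMSO wells as positive control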
Diaphorase inh: counter-screen for diaphorase-based assays: diaphorase inhibitors and chemical oxidizers; diaphorase resazurin-to-resorufin fluorescence, NADH, 16 min; bacterial (C. kluyveri) enzyme, not human; inhibition, % at 20 µM; hit rate 0.69% among 190,000; AID 1217;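 active means primary screen inhibition at 20 µM above a set limit, cut at about 50% in these data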;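 further: plate controls were DMSO with full reaction for no effect and wells lacking NADH for full effect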
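controls = No-NADH positive control and DMSO neutral control | system = Clostridium kluyveri diaphorase enzyme | timing = reaction incubation of 16 min at room temperature | signal = resorufin fluorescence 544/590 nm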
* hit, by the source's call.

cpd | Structure | PMI act | TNAP inh noacc | L major viab | Diaphorase act | bIAP inhibitor
1 | COc1cccc(C(=O)Nc2ccc3nc(N4CCOCC4)cc(C)c3c2)c1 | 0.8 | -7 | 21 | 0.9 | 4
2 | COC(=O)c1cc(NC(=O)C2COc3ccccc3O2)cc(C(=O)OC)c1 (stereo unspecified) | 0.9 | -3 | -1 | 0.8 | 16
3 | CC(=O)Nc1ccc(S(=O)(=O)N=S(C)(C)=O)cc1 | 1 | -4 | 40 | 0.9 | 18
4 | CCCCN(Cc1ccco1)C(=O)c1cc2c(=O)[nH]c3ccc(C)cc3c2s1 | 0.8 | -6 | 44 | 0.4 | -3
5 | O=C(c1ccc2c(=O)n(C3CCCC3)c(=S)[nH]c2c1)N1CCc2ccccc21 | 0.9 | -5 | 4 | 0.9 | 11
6 | NC(=O)C1c2ccccc2CSc2ccccc21 (stereo unspecified) | 0.9 | -1 | -2 | 1 | 0
7 | O=C1N=C(N2CCCC2)S/C1=C\c1cccc(Br)c1 | 0.9 | -12 | 97* | 0.8 | 8
8 | CCN(CC)S(=O)(=O)c1ccc(Cl)c(NC(=O)c2ccncc2)c1 | 1 | -11 | 20 | 0.9 | -1
9 | Cc1ccc(NC(=S)NC2CC3CCCC(C2)N3Cc2ccco2)cc1 (stereo unspecified) | 1.1 | -9 | 90* | 1.1 | -11
10 | CC(C)C(=O)Nc1ccc2oc(-c3cc(F)c(F)cc3Cl)nc2c1 | 1.1 | -11 | -3 | 1 | 6

cpd | TNAP inh hi DEA | PMI act satM6P | bIAP activator | TNAP act hi DEA | Diaphorase inh
1 | -4 | 0.9 | 1 | 1 | 10
2 | 0 | 0.9 | 0.8 | 1 | 16
3 | -3 | 0.8 | 0.8 | 1 | 14
4 | -6 | 0.8 | 1 | 1.1 | 57*
5 | -3 | 1 | 0.9 | 1 | 15
6 | -4 | 0.9 | 1 | 1 | 0
7 | -4 | 1 | 0.9 | 1 | 15
8 | -7 | 1.1 | 1 | 1.1 | 7
9 | -1 | 1 | 1.1 | 1 | -11
10 | -6 | 1.1 | 0.9 | 1.1 | 0

An excerpt of these results, with bars between the fields.
nr | SMILES | PMI act | TNAP inh noacc | L major viab | Diaphorase act | bIAP inhibitor | TNAP inh hi DEA | PMI act satM6P | bIAP activator | TNAP act hi DEA | Diaphorase inh
3 | CC(=O)Nc1ccc(S(=O)(=O)N=S(C)(C)=O)cc1 | 1 | -4 | 40 | 0.9 | 18 | -3 | 0.8 | 0.8 | 1 | 14
4 | CCCCN(Cc1ccco1)C(=O)c1cc2c(=O)[nH]c3ccc(C)cc3c2s1 | 0.8 | -6 | 44 | 0.4 | -3 | -6 | 0.8 | 1 | 1.1 | 57*
5 | O=C(c1ccc2c(=O)n(C3CCCC3)c(=S)[nH]c2c1)N1CCc2ccccc21 | 0.9 | -5 | 4 | 0.9 | 11 | -3 | 1 | 0.9 | 1 | 15
6 | NC(=O)C1c2ccccc2CSc2ccccc21 (stereo unspecified) | 0.9 | -1 | -2 | 1 | 0 | -4 | 0.9 | 1 | 1 | 0
7 | O=C1N=C(N2CCCC2)S/C1=C\c1cccc(Br)c1 | 0.9 | -12 | 97* | 0.8 | 8 | -4 | 1 | 0.9 | 1 | 15

Next structures follow:
cpd | Structure | PMI act | TNAP inh noacc | L major viab | Diaphorase act | bIAP inhibitor
11 | Cc1ccc(-c2nc3ncccn3c2Nc2ccc3c(c2)OCO3)o1 | 0.9 | -4 | 11 | 0.9 | 30
12 | COc1ccc(Nc2nc3ccccc3c(=O)s2)c(OC)c1 | 1 | -13 | -1 | 0.9 | 6
13 | Cc1ccc(N(C(C)C(=O)O)S(=O)(=O)c2c(C)n[nH]c2C)cc1 (stereo unspecified) | 1 | 3 | -5 | 0.9 | 3
14 | O=C(NCc1cccnc1)C1CCC(CNS(=O)(=O)c2ccc(Cl)cc2)CC1 (stereo unspecified) | 0.9 | -8 | -1 | 0.9 | -12
15 | O=C(NC(Cc1ccccc1)C(=O)O)c1ccc(S(=O)(=O)N2CCOCC2)cc1 (stereo unspecified) | 1 | -12 | -2 | 1 | -5
16 | Cc1ccc(CSCCNC(=O)c2ccc(N(C)S(=O)(=O)c3ccccc3)cc2)cc1 | 0.7 | -21 | 3 | 0.8 | 37
17 | COCCNC(=O)CCc1c(C)nc2nc(-c3cc(OC)cc(OC)c3)nn2c1C | 1.1 | 1 | 1 | 1 | -4
18 | CCCCOc1ccc(C(O)(CC)CCN2CCOCC2)cc1 (stereo unspecified) | 1.1 | -3 | 83* | 0.9 | 4
19 | C=CCn1c(-c2cccc3ccccc23)n[nH]c1=S | 1 | -13 | -2 | 0.9 | -41
20 | O=C(NC(C(=O)c1ccccc1)N1CCCCC1)c1ccccc1 (stereo unspecified) | 0.9 | -8 | -3 | 0.9 | 11

cpd | TNAP inh hi DEA | PMI act satM6P | bIAP activator | TNAP act hi DEA | Diaphorase inh
11 | -1 | 0.8 | 0.7 | 1 | 14
12 | -8 | 1 | 0.9 | 1.1 | 11
13 | 1 | 0.9 | 1 | 1 | 14
14 | 0 | 1 | 1.1 | 1 | 11
15 | -4 | 1.1 | 1 | 1 | -2
16 | -6 | 0.7 | 0.6 | 1.1 | 24
17 | -3 | 0.9 | 1 | 1 | 4
18 | 0 | 1.1 | 1 | 1 | 8
19 | 4 | 1.1 | 1.4 | 1 | 9
20 | -3 | 1 | 0.9 | 1 | 7

The list continues.
cpd | Structure | PMI act | TNAP inh noacc | L major viab | Diaphorase act | bIAP inhibitor
21 | Cc1ccc(Cn2cnc3ccccc32)cc1 | 0.9 | -4 | 78* | 0.9 | 23
22 | O=C1C2CCCCC2C(=O)N1c1ccc(NC2CCCCC2)c([N+](=O)[O-])c1 (stereo unspecified) | 0.7 | 12 | 52* | 0.8 | -4
23 | COc1ccc(C(=O)Nc2cccc(S(C)(=O)=O)c2)cc1 | 1 | -11 | 0 | 0.9 | 5
24 | O=C(Cc1ccccc1)Nc1nc2ccccc2s1 | 1.2 | -10 | 30 | 0.9 | 6
25 | COc1ccc(S(=O)(=O)N=C2C=C(C)C(=O)C(C)=C2)cc1 | 0.6 | -7 | -3 | 0.7 | 11
26 | O=c1nc2ccccc2c2n1CC(CN1CCN(Cc3ccccc3)CC1)N2 (stereo unspecified) | 0.9 | -16 | 20 | 0.9 | -2
27 | N#CCC(=O)N/N=C/c1ccc(SCC(=O)Nc2ccccc2)o1 | 0.7 | 2 | -2 | 0.8 | -1
28 | CCCNC(=O)OC[C@H]1O[C@H](CCO/N=C/[C@@H](OC)[C@H](C)/C=C/CC(=O)OC)C=C[C@@H]1Oc1ccc(OC)cc1 | 0.9 | -4 | 4 | 0.9 | -13
29 | COc1ccc(CC(=O)NCc2n[nH]c(=S)n2C)cc1 | 0.8 | -3 | -2 | 0.8 | -1
30 | COc1ccc(C(=O)NC2CCN(C(=O)Nc3ccccc3Cl)CC2)cc1 | 1 | -6 | 19 | 1 | -8

cpd | TNAP inh hi DEA | PMI act satM6P | bIAP activator | TNAP act hi DEA | Diaphorase inh
21 | 1 | 1 | 0.8 | 1 | 6
22 | 21 | 0.8 | 1 | 0.8 | 19
23 | -4 | 1 | 0.9 | 1 | 9
24 | -3 | 1.1 | 0.9 | 1 | 9
25 | -2 | 0.4 | 0.9 | 1 | 35
26 | -3 | 0.9 | 1 | 1 | 15
27 | 7 | 1.2 | 1 | 0.9 | 21
28 | -4 | 1 | 1.1 | 1 | 14
29 | -6 | 0.9 | 1 | 1.1 | 18
30 | 3 | 1 | 1.1 | 1 | -2

(more compounds)
cpd | Structure | PMI act | TNAP inh noacc | L major viab | Diaphorase act | bIAP inhibitor
31 | CN1CCc2c(sc3ncn4nc(-c5ccccc5O)nc4c23)C1 | 0.9 | 2 | 29 | 1.1 | -10
32 | COc1ccc(CCNC(=O)c2cc(-c3ccc(C)c(C)c3O)n[nH]2)cc1OC | 1 | 1 | 93* | 0.9 | -37
33 | Cc1nn(Cc2ccccc2Cl)c(C)c1N | 1 | -10 | -4 | 0.9 | 7
34 | O=C(O)c1ccc(CSc2nnc(-c3ccncc3)n2-c2ccc(Cl)cc2)cc1 | 1 | -16 | -1 | 1 | 15
35 | O=c1c2c3c(sc2n2cnnc2n1Cc1ccccc1)CN(Cc1ccccc1)CC3 | 1.5 | -4 | 100* | 0.9 | -2
36 | CC(=O)c1cccc(NC(=O)C2C3C=CC(C3)C2C(=O)O)c1 (stereo unspecified) | 1 | -5 | -2 | 1.1 | 0
37 | CCOC(=O)c1c(NC(=O)COC(=O)Cn2c(C)nc3ccccc32)sc2c1CCCC2 | 0.9 | 26 | 40 | 0.9 | -5
38 | COC(=O)c1ccccc1NC(=O)Nc1nnc(N2CCC(C)CC2)s1 | 0.9 | -16 | 1 | 0.8 | 8
39 | O=c1[nH]c2ccccc2nc1/C=C/c1ccccc1 | 1 | -10 | 4 | 0.9 | -1
40 | CCCSc1nnc(Cc2cc(=O)[nH]c(=O)[nH]2)n1-c1cc(C)ccc1C | 1.2 | -2 | -9 | 1 | 8

cpd | TNAP inh hi DEA | PMI act satM6P | bIAP activator | TNAP act hi DEA | Diaphorase inh
31 | 2 | 1 | 1.1 | 1 | -11
32 | 0 | 1 | 1.4 | 1 | 7
33 | -5 | 1 | 0.9 | 1.1 | 12
34 | -5 | 1 | 0.8 | 1.1 | 4
35 | 3 | 2* | 1 | 1 | 7
36 | -2 | 1.1 | 1 | 1 | -13
37 | -2 | 0.9 | 1 | 1 | 13
38 | -6 | 1 | 0.9 | 1.1 | 25
39 | -6 | 1 | 1 | 1.1 | 13
40 | -5 | 1.2 | 0.9 | 1.1 | -4

More entries follow.
cpd | Structure | PMI act | TNAP inh noacc | L major viab | Diaphorase act | bIAP inhibitor
41 | Cc1cccc(C(=O)N/N=C2/SCC(=O)N2Cc2ccccc2)c1 | 1 | -2 | -4 | 0.9 | 10
42 | O=C(N/C(=C\c1cccc([N+](=O)[O-])c1)C(=O)N1CCOCC1)c1ccc([N+](=O)[O-])cc1 | 0.9 | -6 | 1 | 0.7 | -8
43 | COC(=O)Nc1nn(-c2ccc(C)cc2)c(=O)c(C#N)c1C | 1 | -3 | -3 | 0.9 | 1
44 | O=C(Cn1cnc2c(nnn2-c2cccc(Cl)c2)c1=O)N1CCCC1 | 1 | -15 | 5 | 0.8 | 5
45 | COc1ccc(CC(=O)Nc2ccc(-c3noc(-c4cccc(OC)c4)n3)cc2)cc1 | 1.1 | 1 | 6 | 0.9 | 0

cpd | TNAP inh hi DEA | PMI act satM6P | bIAP activator | TNAP act hi DEA | Diaphorase inh
41 | -4 | 1 | 0.9 | 1 | 6
42 | -3 | 0.9 | 1.1 | 1 | 33
43 | 2 | 0.8 | 1 | 1 | 7
44 | -5 | 1 | 0.9 | 1.1 | 19
45 | -2 | 1.1 | 1 | 1 | 8
